Compound activity from PubChem BioAssay.
FBPA coupling cs – qHTS Assay for Inhibitors of Fructose-1,6-bisphosphate Aldolase from Giardia Lamblia: Coupling assay counterscreen. actives 0.67% (n = 290,000). coupling enzyme system counterscreen, AmpLite Red fluorescence. activity change, negative = inhibition, % at 58.2 µM, hits read low; in the data active means activity change below about -30%; further: on the % scale 0 is the no-effect control and ±100 the full control effect
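Coupling enzymes only (glyceraldehyde-3-phosphate) + compound, at 57.5 uM final, 10 min RT; add substrate/coupling/AmpLite Red mix, 20 min RT; fluorescence ex 525/em 598 nm. Actives flag coupling-system interference.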
USP2a block – qHTS Assay for Inhibitors of Ubiquitin-specific Protease USP2a Using CHOP2 as the Reporter; USP2 core, Ub-CHOP2 coupled fluorogenic reporter, 485/531; Potency, µM (highest dose often 38.3 µM), without a hit: at the highest dose activity change, negative = inhibition, most hits filed as inhibitors; actives 0.01% (n = 330,000); Ubiquitin carboxyl-terminal hydrolase 2 (Homo sapiens), O75604;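 further: potency means the concentration at half of the fitted maximal effect; plate controls were DMSO wells for no effect and full inhibition by NEM control for full effect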
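Deubiquitinase activity read as fluorescence (485/531 nm) after Ub-CHOP2 cleavage activates the enterokinase reporter on its substrate; USP2 core 10nM, Ub-CHOP2 and substrate 25nM each, 30min compound preincubation then 60min RT; data normalized to NEM, curves fitted.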
B2AR arrestin – qHTS assay of beta-arrestin-biased ligands of beta2-adrenergic receptor; Beta-2 adrenergic receptor (Homo sapiens), P07550; beta-arrestin recruitment to beta2AR, cell-based reporter; Potency, µM (top dose mostly 46.1 µM), without a hit: at the highest dose activation, actives largely listed as activators; actives 0.02% (n = 330,000); AID 492947, 2010;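 further: potency means the concentration at half of the fitted maximal effect; 0% = DMSO controls and full agonism = EC100 isoproterenol or metaproterenol; nearly all actives have a fitted effect of over 65% in size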
GALK inh – qHTS Assay for Inhibitors of Human Galactokinase (GALK). P51570. Purified GALK, Kinase-Glo residual ATP luminescence. Potency, µM (top dose mostly 57.5 µM), inactives show top-dose activity change, negative = inhibition, actives largely listed as inhibitors. actives 0.007% (n = 270,000). AID 1868, 2009; further: potency means the concentration at half of the fitted maximal effect; on the % scale 0 is the no-effect control and ±100 the full control effect
Target sequence (P51570 whole entry, looked up): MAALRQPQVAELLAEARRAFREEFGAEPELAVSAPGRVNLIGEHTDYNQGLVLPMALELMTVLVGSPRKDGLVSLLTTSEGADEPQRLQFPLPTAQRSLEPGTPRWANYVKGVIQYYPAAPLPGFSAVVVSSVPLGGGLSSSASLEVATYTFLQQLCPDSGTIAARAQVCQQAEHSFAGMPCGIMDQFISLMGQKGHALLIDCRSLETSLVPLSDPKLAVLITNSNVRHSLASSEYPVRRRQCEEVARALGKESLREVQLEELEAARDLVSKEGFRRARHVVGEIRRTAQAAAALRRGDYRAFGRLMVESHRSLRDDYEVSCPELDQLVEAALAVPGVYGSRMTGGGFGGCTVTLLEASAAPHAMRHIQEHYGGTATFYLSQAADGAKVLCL
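Luminescence from leftover ATP (Ultra-Glo luciferase/luciferin) served as read-out after a 1 h room-temperature reaction of 5 nM GALK with 35 uM ATP and 100 uM galactose.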
Menin-MLL TR inh – qHTS Assay for Inhibitors Targeting the Menin-MLL Interaction in MLL Related Leukemias: Competition With Texas Red Labeled MLL-derived Mutant Peptide. O00255. Menin + Texas Red MLL mutant peptide, fluorescence polarization. Potency, µM (titrated, usually from 61.6 µM), for the others: at the highest dose FP activity change, negative = inhibition, most hits filed as inhibitors. actives 0.23% (n = 270,000); active means well fitted inhibition curve with a large enough effect in the polarisation, with a control signal flat, not every such curve was filed as active; inconclusive means small, poorly fitted or top-dose-only effect, or effect the other way, or a change in a side signal; inactive means no such curve, though single readings can be large or run the other way; the % refers to the polarisation; further: potency means the concentration at half of the fitted maximal effect; % of control where 0% means no effect; many of its hits are not listed in these tables
Target sequence (O00255 whole entry, looked up): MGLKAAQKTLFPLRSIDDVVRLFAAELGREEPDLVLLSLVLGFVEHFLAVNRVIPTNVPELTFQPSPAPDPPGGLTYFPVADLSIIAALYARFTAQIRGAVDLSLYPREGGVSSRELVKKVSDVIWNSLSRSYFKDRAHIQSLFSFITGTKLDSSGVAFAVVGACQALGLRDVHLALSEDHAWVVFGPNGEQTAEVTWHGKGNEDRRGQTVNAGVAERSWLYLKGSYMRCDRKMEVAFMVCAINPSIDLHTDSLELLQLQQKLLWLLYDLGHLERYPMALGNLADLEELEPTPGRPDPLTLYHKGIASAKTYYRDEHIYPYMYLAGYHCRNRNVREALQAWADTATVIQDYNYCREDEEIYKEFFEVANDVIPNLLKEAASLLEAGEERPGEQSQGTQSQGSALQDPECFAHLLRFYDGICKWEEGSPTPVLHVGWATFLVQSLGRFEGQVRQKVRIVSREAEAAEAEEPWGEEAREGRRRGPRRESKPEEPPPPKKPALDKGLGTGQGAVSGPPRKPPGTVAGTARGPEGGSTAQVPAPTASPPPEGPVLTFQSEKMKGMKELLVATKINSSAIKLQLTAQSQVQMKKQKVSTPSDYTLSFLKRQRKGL
KCNH2 3.1 block – qHTS for Inhibitors of KCHN2 3.1: Mutant qHTS; activity change, % (tested at about 1.8 µM); actives 0.95% (n = 340,000); U2OS KCNH2 3.1, thallium flux FluxOr; active compounds read low; AID 720553, 2013;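 active means maximum activity change below -70%; inconclusive means maximum activity change from -70% to -50%; inactive means maximum activity change above -50%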;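 further: thallium influx rate constant from kinetic fluorescence after stimulation buffer; on the % scale 0 is the no-effect control and ±100 the full control effect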
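We transduce U2OS cells with the mutant 3.1 virus, culture them overnight, load FluxOr with Red40 quencher for 45 min, then add stimulation buffer and read kinetically for 2 min to derive a normalized rate constant.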
CXXC DNA block – qHTS Fluorescence Polarization Assay for Inhibitors of MLL CXXC domain - DNA interaction; Histone-lysine N-methyltransferase 2A (Homo sapiens), Q03164; MLL-CXXC / FITC-HOXA9 DNA fluorescence polarization; Potency, µM (highest dose often 115 µM), for inactives: at the highest dose activity change, negative = inhibition, hits mostly inhibitors; actives 0.037% (n = 290,000); AID 2662, 2010; active means well fitted inhibition curve with a large enough effect in the polarisation, with a control signal flat, not every such curve was filed as active; inconclusive means small, poorly fitted or top-dose-only effect, or effect the other way, or a change in a side signal; inactive means no such curve, though single readings can be large or run the other way; the % refers to the polarisation; further: potency means the concentration at half of the fitted maximal effect
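Fluorescence polarization: 7 uM MLL-CXXC (stock) preincubated 5 min with compounds, then 50 nM fluorescein-HOX-A9 DNA (stock) added; 30 min ambient. Buffer 50 mM Tris-HCl pH 7.5, 50 mM NaCl, 1 mM DTT, 0.05% BSA.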
PKM2 act – qHTS Assay for Activators of Human Muscle isoform 2 Pyruvate Kinase | Potency, µM (top dose mostly 57.5 µM), without a hit: at the highest dose activation, actives largely listed as activators | purified PKM2, Kinase-Glo ATP luminescence, activation; response scale: 0% is enzyme alone, no compound | actives 0.34% (n = 260,000); further: potency means the concentration at half of the fitted maximal effect; on the % scale 0 is the no-effect control and ±100 the full control effect; nearly all actives have a fitted effect of over 55% in size
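hPK-M2, >95% pure; 0.1 mM ADP / 0.5 mM PEP final; imidazole pH7.2 buffer w/ 7 mM MgCl2, 50 mM KCl; 1 h RT; Kinase-Glo lum. Intermediate enzyme activity for dual inhibitor/activator qHTS.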
KCNH2 WT inh – qHTS for Inhibitors of KCHN2 3.1: Wildtype qHTS; actives 0.37% (n = 340,000); Voltage-gated inwardly rectifying potassium channel KCNH2 (Homo sapiens), Q12809; U2OS, BacMam KCNH2, thallium flux FluxOr; active compounds read low; activity change, % at 1.84 µM;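 active means maximum activity change below -70%; inconclusive means maximum activity change between -70% and -50%; inactive means maximum activity change above -50%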; further: on the % scale 0 is the no-effect control and ±100 the full control effect
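U2OS cells were transduced with wild-type KCNH2 virus (2.03 x 10^8 / mL) for 4 h at room temperature, then cultured overnight at 37 C. Thallium flux was read with FluxOr dye. Rate constants were normalized to DMSO controls.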
Giardia killer – Small Molecules that selectively kill Giardia lamblia: qHTS; actives 0.15% (n = 340,000); activity change, % at 7.66 µM, hits read low; Giardia lamblia trophozoite viability; in the data active means activity change below about -80%; inconclusive means between about -30% and that limit;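 further: parasites exposed to compound for two days anaerobically before the ATP read; on the % scale 0 is the no-effect control and ±100 the full control effect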
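Viability, read as ATP luminescence: trophozoites at 100 cells/well, compound added, 48 hrs anaerobic at 37 deg C, then 15-30 min room-temperature development before reading.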
TRPV1 agonist – HTS Assay for Compounds that Act as Agonists of the Vanilloid Receptor 1 | Transient receptor potential cation channel subfamily V member 1 (Homo sapiens), Q8NER1 | TRPV1-expressing cells, Fluo-8 calcium influx, agonist mode | activation, % at 8.33 µM | actives 0.19% (n = 320,000) | AID 540275, 2011; in the data active means activation above about 80%; inconclusive means between about 30% and that limit; further: 0% is about no effect
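Fluo-8 calcium influx in TRPV1-expressing cells, kinetic read (ex 480/em 520 nm). Compound added and read 3 min for agonist activity, followed by capsaicin at EC20 final and 2 min further read for enhancement.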
* hit, by the source's call; ? = inconclusive; . = no result given; & = joins results of further samples; [ ] = another dose, or the depositor's remark. Unless noted, the call rests on the fitted dose curve; in most records, active means well fitted curve in the direction sought with a large enough effect; inconclusive means small, poorly fitted or top-dose-only effect, or another doubt; inactive means no such curve, though single readings can be large; an effect the other way counts as inactive or inconclusive. This is a subset; the hit share may differ from the screen's.

SMILES	FBPA coupling cs	USP2a block	B2AR arrestin	GALK inh	Menin-MLL TR inh	KCNH2 3.1 block	CXXC DNA block	PKM2 act	KCNH2 WT inh	Giardia killer	TRPV1 agonist
NC(=O)CSc1nnc(Cn2c(=O)sc3ccccc32)n1-c1cccc(Cl)c1	2	-2%	0.0%	0%	-2%	-5	9%	1%	6	5	0
COc1ccc(Cl)cc1NC(=O)COC(=O)C1COc2ccccc2O1 (stereo not given)	.	-1%	-0.2%	.	.	9	.	.	0	-13	4
COC(=O)C(Cc1ccccc1)NC(=O)c1cc(=O)[nH]c2ccccc12 (stereo not given)	4	7%	-0.4%	1%	2%	13	6%	-37%	0	10	3
O=C(Nc1ccc2c(c1)OCCO2)C1CCN(C(=O)c2ccccc2)CC1	.	-2%	-0.4%	-2%	1%	3	1%	-3%	-3	6	4
CCCCOc1ccc(C(=O)Nc2cc(C)c(OCC(=O)N3CCOCC3)c(C)c2)cc1	2	4%	0.4%	2%	16%	-5	8%	5%	0	-8	1
COc1ccc(-c2nn(CC(=O)NCCc3ccccc3)c(=S)n2C)cc1	1	0%	-0.7%	1%	1%	-3	1%	-8%	-9	17	-3
N#Cc1ccc(COc2cccc3cccnc23)cc1	-8	-1%	0.3%	-1%	-13%	-11	4%	10%	-5	-18	-3
Cc1nc(Cl)c(C(=O)NCc2ccccc2)c(C)c1[N+](=O)[O-]	4	0%	-0.3%	9%	0%	11	-3%	.	1	25	0
O=C(Nc1ccccn1)Nc1ccccc1Cl	0	3%	0.6%	0%	?	3	3%	-5%	-8	7	8
CCCCNC(=O)C(Cc1ccccc1)NS(=O)(=O)c1ccc2c(c1)c(=O)n(C)c(=O)n2C (stereo not given)	11	1%	0.2%	-1%	3%	5	3%	-10%	3	-22	-7
C=CCn1c(Cc2c[nH]c3ccccc23)n[nH]c1=S	1	5%	-0.3%	3%	6%	8	-8%	-6%	-9	-18	2
Cc1nn(-c2ccccc2)c(Cl)c1/C=N/NC(=O)c1[nH]ncc1Br	.	-2%	-0.5%	9%	.	1	14%	.	-9	-1	4
CCC(C)N(C)C(=O)c1cc2ccccc2c(-c2ccccc2Cl)n1 (stereo not given)	3	-1%	-1.0%	1%	?	17	-7%&-4%	-1%	8	-15	?
CC(/C=C/c1ccccc1)=N/O	1	2%	-0.6%	-1%	14%	-4	-2%	-5%	3	-8	3
COc1ccccc1CNC(=O)CCNS(=O)(=O)c1cc(Br)cnc1N	.	3%	-0.1%	1%	.	4	-4%	.	-1	14	4
COc1cc(OC)cc(C(=O)N[C@H](C(=O)NCc2cccs2)C(C)C)c1	-4	1%	0.0%	-2%	-11%	2	13%	-1%	-16	-13	4
COc1ccc(N2CCN(C(=O)CSc3nnc4ncccn34)CC2)cc1	-7	3%	0.0%	7%	-1%	14	-2%	1%	-2	-10	0
Cc1ccc(S(=O)(=O)N(C)c2ccc(OCC(=O)Nc3cccc(-n4cnnn4)c3C)cc2)cc1	-2	-5%	-0.4%	3%	.	5	-2%	-1%	-5	6	1
Cn1c(=O)[nH]c(=O)c2c1nc(SCC(=O)O)n2Cc1ccccc1	-1	0%	0.3%	-4%	-7%	17	-2%	-7%[11.5 µM]	3	22	0
O=C(Nc1cc(Cl)ccc1Oc1ccccc1)c1ccc(F)cc1	1	-10%	1.0%	0%	4%	-28	22%	-23%	-11	-10	?
CN1/C(=C/C(=S)NC(=O)C2(C)CC2(Cl)Cl)C(C)(C)c2ccccc21 (stereo not given)	0	9%	13%	0%	4%	6	?	0%	0	31[activator]	?
COc1ccc(-n2ncc(C(C)NS(=O)(=O)c3ccc(C(C)=O)cc3)c2C)cc1 (stereo not given)	.	1%	-0.7%	4%	.	-4	-9%	-2%	4	-7	-4
Cc1ccc2[nH]c(=O)c(CN(CCN3CCOCC3)C(=O)Nc3ccc(F)cc3)cc2c1	0	1%	-0.5%	0%	-8%	7	-7%	0%	4	-2	1
O=C(/C=C/c1ccccc1)NCC1(c2ccccc2)CCOCC1	0	0%	-0.6%	0%	8%	13	2%	-4%	-1	1	21
CCOc1cc(/C=N/Nc2cccc(C(=O)O)c2)ccc1OC(=O)c1ccccc1	5	7%	0.4%	-2%	?	0	45%[activator]	0%	-10	-2	1
COc1ccc(CCNC(=O)c2ccc3c(c2)S(=O)(=O)N=C2CCCCCN23)cc1	.	0%	0.0%	.	.	4	.	.	-2	-9	-4
Cc1ccc(Cn2ccc(NC(=O)c3cc(-c4ccccc4)on3)n2)cc1	3	-1%	0.1%	0%	?	-2	51%[activator]	1%	11	-14	-2
CCOC(=O)c1c(-c2ccccc2)csc1NC(=O)/C(C#N)=C/c1ccc(O)c(OC)c1	0	-15%	-0.1%	-2%	?	-2	?	16%	-3	-10	22
COc1ccc(CCNC(=O)c2cnc3n(c2=O)CCS3)cc1OC	1	4%	0.3%	-3%	6%	13	4%	-3%	-3	-20	1
Cc1nn(-c2ccccc2)c(Cl)c1C(=O)Nc1ccc(N2CCOCC2)cc1	0	4%	-0.1%	0%	-2%	-6	3%	6%	-1	-7	2
CN(C(=O)Nc1ccc(Cl)cc1)n1cnc2ccccc2c1=O	-1	-1%	-0.4%	14%	.	9	-5%	0%	-1	6	4
CC(Oc1ccc2ccc(=O)oc2c1)C(=O)NCCCn1ccnc1 (stereo not given)	3	1%	-1.0%	5%	-18%	23	0%	.	6	2	1
CCOC(=O)CSc1nc2cc3c(cc2cc1C#N)OCCO3	0	1%	0.5%	9%	-28%	8	17%	-2%	-4	6	4
CCOc1cc(N2CCOCC2)c(OCC)cc1NC(=O)c1ccc2ncsc2c1	.	0%	0.0%	.	.	17	.	.	-8	-7	-1
O=C(Cc1cccc2ccccc12)Nc1ccc(Br)cc1C(=O)O	-17	4%	0.0%	-4%	?	4	-21%	8%	-4	-14	2
CC(C)c1cccc(C(C)C)c1NC(=O)CNCC(O)c1ccccc1 (stereo not given)	1	-1%	0.4%	3%	?	-3	-4%	.	-5	-29	7
O=S(=O)(c1ccc2c(c1)oc1ccccc12)N1CCOCC1	3	-3%	-0.3%	0%	-10%	2	-1%	6%	-13	29	12
O=C(NCc1ccco1)c1cnn2c(C(F)(F)F)cc(-c3ccco3)nc12	5	6%	-0.1%	2%	5%	-2	13%	-2%	-1	8	3
CCn1c(SCC(=O)NCCc2ccc(F)cc2)nnc1-c1cccs1	5	-1%	0.0%	3%	-19%	-6	2%	-3%	-7	-7	3
COc1cc(OC)c(NC(=O)CCNC(=O)Cn2cnc3ccccc3c2=O)cc1Cl	1	0%	-0.6%	0%	4%	-3	-8%	-13%	-2	4	6
CN(C)C1(CNC(=O)c2cccc(S(=O)(=O)NCc3ccccc3)c2)CCCCC1	.	1%	0.3%	.	.	7	.	.	-3	46[activator]	1
COCCNc1nc(Cl)c(C#N)s1	2	10%	0.0%	1%	15%	0	5%	0%	-15	-1	0
CC1CCN(C(=O)C2CCN(S(=O)(=O)c3ccc(-n4cnnn4)cc3)CC2)CC1	2	1%	-0.2%	5%	26%	14	1%	.	31	8	0
CC(=O)c1c(C)c(C)c2n1CCn1c(C)ccc1-2	-25	6%	-0.9%	4%	-25%	-26	0%	6%	28	4	-1
COc1ccc(N(C)S(=O)(=O)c2cccc(C(=O)Nc3nc4ccccc4[nH]3)c2)cc1	1	7%	0.2%	12%	-25%	-7	-6%	6%	-1	-21	5
Nc1ccc2nc(-c3cccnc3)[nH]c2c1	-18	3%	0.0%	1%	4%	2	-2%	-4%	-3	3	-1
Cc1ccc(Cl)c(OCC(=O)NCC(c2cccs2)N2CCOCC2)c1 (stereo not given)	.	-1%	0.1%	.	.	-23	.	.	1	-18	16
